Bioassay records as filed in PubChem.
Vif-A3F inh = qHTS for Inhibitors of Vif-A3F Interactions: qHTS | hit rate 0.2% among 390,000 | HeLa A3F-eYFP + Vif (tagged APOBEC3F with the HIV-1 protein that degrades it), YFP fluorescence increase | Potency, µM (series often up to 46.1 µM), for the others: top-dose activity, negative = active; also: potency is read from the fitted curve at half-maximal effect; % of control where 0% means no effect; nearly all actives have a fitted effect of over 65% in size
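HeLa cells stably expressing A3F-eYFP plus Vif, plated and incubated overnight at 37 deg C, then exposed to compounds overnight at 37 deg C. Blocked degradation read as raised yellow fluorescence (Ex 488/Em 500-530).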
USP1-UAF1 inh = Inhibitors of USP1/UAF1: Primary Screen | Ubiquitin carboxyl-terminal hydrolase 1 (Homo sapiens), O94782 | recombinant USP1/UAF1, Ub-Rhodamine cleavage fluorescence | Potency, µM (highest dose often 57.1 µM), without a hit: top-dose activity change, negative = inhibition, hits mostly inhibitors | hit rate 0.23% among 390,000 | AID 743255, 2014; also: potency is read from the fitted curve at half-maximal effect; % is scaled to controls: 0 for no effect and ±100 for the full control effect; nearly all actives have a fitted effect of over 60% in size; inactives centre near -12
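Step one: compound is pinned into 1nM USP1/UAF1 in HEPES pH 7.8 buffer with TCEP. Step two: 15 min room-temperature incubation. Step three: Ub-Rho (150nM final) starts cleavage, tracked by fluorescence over six one-minute reads.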
mIDH1 inhibitor = qHTS for Inhibitors of mutant isocitrate dehydrogenase 1 (IDH1): qHTS. IDH1-R132H enzyme, NADPH consumption, diaphorase/resazurin fluorescence. Isocitrate dehydrogenase [NADP] cytoplasmic (Homo sapiens), O75874. hit rate 0.093% among 390,000. Potency, µM (doses to about 76.6 µM), for inactives: top-dose activity change, negative = inhibition, most hits filed as inhibitors. AID 602179, 2012; also: potency is read from the fitted curve at half-maximal effect; % is scaled to controls: 0 for no effect and ±100 for the full control effect; nearly all actives have a fitted effect of over 65% in size
Target sequence (O75874 whole entry R132H, stated change not applied): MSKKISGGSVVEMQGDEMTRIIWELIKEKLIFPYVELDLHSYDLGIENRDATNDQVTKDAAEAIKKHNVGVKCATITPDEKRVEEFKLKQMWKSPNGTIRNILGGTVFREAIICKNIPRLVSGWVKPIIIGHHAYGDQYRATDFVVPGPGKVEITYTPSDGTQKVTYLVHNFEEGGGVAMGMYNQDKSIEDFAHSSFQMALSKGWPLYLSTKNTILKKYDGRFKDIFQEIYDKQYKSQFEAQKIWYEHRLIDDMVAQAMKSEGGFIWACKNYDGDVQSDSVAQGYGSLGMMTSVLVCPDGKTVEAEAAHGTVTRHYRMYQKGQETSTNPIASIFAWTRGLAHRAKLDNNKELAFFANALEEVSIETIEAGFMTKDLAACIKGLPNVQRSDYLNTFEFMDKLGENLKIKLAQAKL
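IDH1-R132H (0.5 ug/mL) preincubated 30 min with compound, then NADPH (0.016 mM) and alpha-KG (2 mM) added; 80 min at RT, pH 7.5. Remaining NADPH coupled via diaphorase/resazurin to fluorescence (540/590 nm); concentration-response curves normalized to no-enzyme control.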
RGS4 inhibitor = Inhibitors of Regulator of G Protein Signaling (RGS) 4: qHTS; hit rate 0.039% among 390,000; Potency, µM (titrated, usually from 114 µM), inactives show at the highest dose activity change, negative = inhibition, usual class: inhibitors; Transcreener GDP fluorescence polarization, RGS4-accelerated GTP hydrolysis; AID 504845, 2011; also: potency is read from the fitted curve at half-maximal effect; % is scaled to controls: 0 for no effect and ±100 for the full control effect; nearly all actives have a fitted effect of over 75% in size; some results filed as inactive show a strong effect at the top dose
Target sequence (P49798 whole entry, looked up): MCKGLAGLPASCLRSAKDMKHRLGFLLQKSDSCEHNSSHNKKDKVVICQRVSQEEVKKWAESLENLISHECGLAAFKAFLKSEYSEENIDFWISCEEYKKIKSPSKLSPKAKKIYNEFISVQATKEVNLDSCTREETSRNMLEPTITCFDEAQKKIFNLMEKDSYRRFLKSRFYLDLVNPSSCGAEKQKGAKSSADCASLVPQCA
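MLSMR compounds (23 nl, pin-transferred) preincubated 10 min at room temperature with a 500nM (2x) first reagent, then RGS4 at 900nM (2x) plus Transcreener GDP mix added; fluorescence polarization (620/688 nm) read before and after 90 min at 30 °C.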
LDHA block = qHTS assay for inhibitors of human lactate dehydrogenase; L-lactate dehydrogenase A chain (Homo sapiens), P00338; purified LDHA, NADH/diaphorase-resazurin fluorescence; stronger effect = lower value; activity change, % (values are at about 110 or 230 µM); hit rate 0.15% among 480,000; in the data active = activity change below about -30%; inconclusive = mostly about -25% to -30%;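 also: plate controls were DMSO wells for no effect and wells without enzyme for full effect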
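LDH5 2 nM; NADH 0.06 mM, pyruvate 0.2 mM; 200 mM Tris pH 7.4, EDTA, Tween-20; 5 min RT. Detection: diaphorase 0.133 mg/mL + resazurin 37 µM, fluorescence ex540/em590 at 0 and 20 min; normalized to enzyme-free and DMSO wells.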
Vif-A3G inh = qHTS for Inhibitors of Vif-A3G Interactions: qHTS. HeLa A3G-eYFP + Vif (tagged APOBEC3G with the HIV-1 protein that degrades it), YFP fluorescence, overnight. Potency, µM (series often up to 46.1 µM), for the others: top-dose activity, negative = active, actives largely listed as inhibitors. hit rate 0.076% among 410,000. AID 602310, 2012;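 also: potency is read from the fitted curve at half-maximal effect; % is scaled to controls: 0 for no effect and ±100 for the full control effect; nearly all actives have a fitted effect of over 60% in size; hits raise eYFP signal because A3G escapes Vif-driven loss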
Target sequence (Q9HC16 whole entry, looked up): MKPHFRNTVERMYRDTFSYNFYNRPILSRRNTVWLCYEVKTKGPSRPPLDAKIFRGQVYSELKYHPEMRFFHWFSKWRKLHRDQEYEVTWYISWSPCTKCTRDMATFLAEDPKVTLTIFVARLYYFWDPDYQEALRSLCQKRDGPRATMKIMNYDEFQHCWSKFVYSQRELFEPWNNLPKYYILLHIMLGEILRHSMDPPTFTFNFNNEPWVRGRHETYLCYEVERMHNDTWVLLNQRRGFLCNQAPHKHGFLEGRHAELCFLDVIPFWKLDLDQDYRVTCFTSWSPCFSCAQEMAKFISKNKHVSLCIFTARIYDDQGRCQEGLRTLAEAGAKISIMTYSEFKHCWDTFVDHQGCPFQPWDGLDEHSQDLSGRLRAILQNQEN
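HeLa cells stably expressing Vif and C-terminally eYFP-tagged A3G, seeded overnight at 37 deg C, then exposed to compound by pintool overnight at 37 deg C. Rise in yellow fluorescence (Ex 488/Em 500-530, Acumen) marks blocked Vif-driven A3G degradation.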
TrxR1 inh = qHTS Assay for Inhibitors of Mammalian Selenoprotein Thioredoxin Reductase 1 (TrxR1): qHTS; Potency, µM (titrated, usually from 114 µM), without a hit: at the top dose activity change, negative = inhibition, actives largely listed as inhibitors; AID 588453, 2011; recombinant rTrxR1, NADPH fluorescence consumption, selenite substrate; hit rate 1% among 390,000; Thioredoxin reductase 1, cytoplasmic (Rattus norvegicus), O89049; also: potency is read from the fitted curve at half-maximal effect; % is scaled to controls: 0 for no effect and ±100 for the full control effect; nearly all actives have a fitted effect of over 65% in size
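Rat TrxR1 (90 nM in the dispensed reagent) was pre-reduced with 400 uM NADPH for 5 min at room temperature, then incubated with compound for 15 min. After 400 uM selenite was added, NADPH fluorescence (Ex 340/Em 450 nm) was followed for 8 min.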
TrxR1 substrate = qHTS Assay for Substrates of Mammalian Selenoprotein Thioredoxin Reductase 1 (TrxR1): qHTS; AID 588456, 2011; hit rate 0.01% among 390,000; purified TrxR1 substrate turnover, NADPH consumption readout; Thioredoxin reductase 1, cytoplasmic (Rattus norvegicus), O89049; Potency, µM (titrated, usually from 114 µM), inactives show top-dose activity change, negative = substrate turnover; also: potency is read from the fitted curve at half-maximal effect; % is scaled to controls: 0 for no effect and ±100 for the full control effect; nearly all actives have a fitted effect of over 50% in size
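Rat TrxR1, dispensed at 90 nM, was prereduced with 400 uM NADPH (final) for 5 min at ~22 deg C, then incubated with compound 15 min before 400 uM selenite. A first-read NADPH fluorescence drop versus no-compound background flagged substrates.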
Glioma ERSR ind = qHTS for Inducers of the Endoplasmic Reticulum Stress Response (ERSR) in Human Glioma: qHTS. U87-MG GRP78 promoter luciferase reporter, 16 h. Potency, µM, for inactives: at the top dose activation, most hits filed as activators. AID 602332, 2012. hit rate 0.02% among 420,000; also: potency is read from the fitted curve at half-maximal effect; series mostly up to about 76 µM; % of control where 0% means no effect; nearly all actives have a fitted effect of over 35% in size
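Stably transfected U87-MG glioma cells carrying a GRP78-based luciferase sensor; 16 h compound incubation. Luminescence end-point read 10 min after Bright-Glo addition at room temperature.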
Active calls of the source: *; ? = inconclusive; . = no result given; & = joins results of further samples; [ ] = dose if it differs, or a comment. Unless noted, calls follow the shape of the dose curve; as a rule, active = well fitted curve in the direction sought with a large enough effect; inconclusive = small, poorly fitted or top-dose-only effect, or another doubt; inactive = no such curve, though single readings can be large; an effect the other way counts as inactive or inconclusive.

[1] Cn1c(=O)c2c(nc(SCCCO)n2Cc2ccccc2Cl)n(C)c1=O
[2] O=S1(=O)C=C(SCc2ccc(Cl)c(Cl)c2)Nc2ccccc21
[3] C=CCn1c(COc2ccccc2F)nnc1SCC(=O)N1CC(=O)Nc2ccccc21
[4] CCN(C1CCCCC1)S(=O)(=O)c1ccc(-n2cnnn2)c(C)c1
[5] CC1(C(=O)NC(=S)NNC(=O)c2ccncc2)CCCCC1

assay / compound	1	2	3	4	5
Vif-A3F inh	-7%	3%	3%	0%	1%
USP1-UAF1 inh	4%	-9%	-14%	-8%	-24%
mIDH1 inhibitor	5%	2%	2%	10%	2%
RGS4 inhibitor	0%	-15%	17%	-11%	-32%
LDHA block	-5	-1	-5	-1	3
Vif-A3G inh	-2%	-11%	-3%	0%	0%
TrxR1 inh	23%	30%[57.1 µM]	-3%	7%[57.1 µM]	-33%
TrxR1 substrate	3%	14%[57.1 µM]	11%[57.1 µM]	-7%[57.1 µM]	-13%
Glioma ERSR ind	0%	-3%	-5%	-4%	-4%

Another view of 2 compounds above.
Each structure is followed by: Vif-A3F inh	USP1-UAF1 inh	mIDH1 inhibitor	RGS4 inhibitor	LDHA block	Vif-A3G inh	TrxR1 inh	TrxR1 substrate	Glioma ERSR ind
(4) CCN(C1CCCCC1)S(=O)(=O)c1ccc(-n2cnnn2)c(C)c1
→ 0%	-8%	10%	-11%	-1	0%	7%[57.1 µM]	-7%[57.1 µM]	-4%
(5) CC1(C(=O)NC(=S)NNC(=O)c2ccncc2)CCCCC1
→ 1%	-24%	2%	-32%	3	0%	-33%	-13%	-4%

Next part:
[6] O=C(Nc1cccc(O)c1)C1CC(c2c(F)cccc2Cl)=NO1 (stereo not drawn)
[7] Cc1noc(NS(=O)(=O)c2ccc(NC(=O)C(C)(C)C)cc2)c1C
[8] CCOC(CCc1c(C)nc(NC(C)=O)[nH]c1=O)OCC
[9] O=C(COC(=O)CCc1c[nH]c2ccccc12)Nc1ccccc1
[10] CCn1c(SCC#N)nc2cc(S(=O)(=O)N3CCOCC3)ccc21

assay / compound	6	7	8	9	10
Vif-A3F inh	0%	-7%	1%	2%	2%
USP1-UAF1 inh	-9%	-10%	-28%	0%	-5%
mIDH1 inhibitor	6%	-6%	-8%	7%	-9%
RGS4 inhibitor	-16%	-1%	-11%	-14%	30%
LDHA block	-2	-10	-5	-14	1
Vif-A3G inh	0%	3%	0%	1%	2%
TrxR1 inh	14%	1%[57.1 µM]	7%[2.29 µM]	-6%	22%
TrxR1 substrate	1%	2%[57.1 µM]	1%[2.29 µM]	-6%	-2%
Glioma ERSR ind	-2%	-1%	2%	-4%	-3%

[11] CCOC(=O)c1cc(S(=O)(=O)N2CCN(c3ccc(OC)cc3)CC2)[nH]n1
[12] Cc1cccc(N2CCN(c3c4c(nc5nncn35)CCC4)CC2)c1C
[13] O=C(CCN1C(=O)/C(=C/c2cccs2)SC1=S)Nc1ccccc1O
[14] COc1ccccc1N1CN(Cc2ccccc2)CNC1=S
[15] Cc1ccc(C2CC(c3ccc(C)cc3)n3nc(N)nc3N2)cc1 (stereo not drawn)

assay / compound	11	12	13	14	15
Vif-A3F inh	-3%	.	?	7%	2%
USP1-UAF1 inh	-9%	-20%	?	?	-12%
mIDH1 inhibitor	-10%	.	5%	10%	-9%
RGS4 inhibitor	-15%	14%	-7%	-6%	13%
LDHA block	7	-6	-9	-3	-2
Vif-A3G inh	0%	.	-9%	0%	0%
TrxR1 inh	15%[57.1 µM]	5%	2%[57.1 µM]	21%[57.1 µM]	5%[57.1 µM]
TrxR1 substrate	5%[57.1 µM]	-3%	0%[57.1 µM]	4%[57.1 µM]	-2%[57.1 µM]
Glioma ERSR ind	-6%	.	-3%	-1%	-3%

[16] O=C(CCNS(=O)(=O)c1ccc2c(c1)CCN2C(=O)C1CC1)Nc1ccc(Cl)cc1
[17] CCC(=O)OCc1cc(=O)oc2ccc3ccccc3c12
[18] COc1ccc(OC)c(NC(=O)c2ccccc2OC(C)=O)c1
[19] CC(C)N(C)C1CCN(C(=O)Nc2ccc(Cl)cc2)CC1
[20] Cc1ccc(NC(=O)CN(C)C(=O)CSc2nc(C)cc(C)n2)cc1

assay / compound	16	17	18	19	20
Vif-A3F inh	6%	26%	11%	3%	0%
USP1-UAF1 inh	-14%	-14%	.	-1%	-5%
mIDH1 inhibitor	-6%	0%	.	1%	-6%
RGS4 inhibitor	-1%	11%	10%	5%	-45%
LDHA block	-5	-7	1	-7	-8
Vif-A3G inh	3%	4%	-1%	3%	-1%
TrxR1 inh	18%[57.1 µM]	44%[activator]	22%	-13%	8%
TrxR1 substrate	-1%[57.1 µM]	325%[activator]	2%	8%	6%
Glioma ERSR ind	-2%	-6%	1%	-6%	-4%

[21] CCOc1ccc(NC(=O)COc2ccc(S(=O)(=O)N3CCCC3)cc2)cc1
[22] CCc1ccc2oc(C(=O)N3CCN(C)CC3)cc(=O)c2c1
[23] COc1ccc(C2CC(=O)Oc3c(C(CCN4CCCCC4)c4ccc(N(C)C)cc4)c(OC)cc(OC)c32)cc1 (stereo not drawn)
[24] Cc1ccc(S(=O)(=O)n2cccc2/C=C/[N+](=O)[O-])cc1
[25] Cc1ccc(C)c2[nH]c(=O)c(CN(Cc3ccco3)S(=O)(=O)c3ccc4c(c3)OCCO4)cc12

assay / compound	21	22	23	24	25
Vif-A3F inh	-12%	0%	0%	0%	-1%
USP1-UAF1 inh	-11%	7%	-31%	-19%	-12%
mIDH1 inhibitor	7%	4%	6%	-3%	5%
RGS4 inhibitor	-29%	9%	-20%&-7%	.	-12%
LDHA block	-10	-6&3	4	4	0
Vif-A3G inh	-1%	-5%	-2%&6%	?	-1%
TrxR1 inh	13%	4%	1%	.	-6%
TrxR1 substrate	-4%	-2%	3%&-3%	.	3%
Glioma ERSR ind	-6%	-4%	-2%&-2%	-13%	-2%

[26] CCn1c(SCc2nc3ccccc3c(=O)[nH]2)nnc1-c1cccnc1
[27] COc1ccccc1-c1cc(C(=O)N2CCCc3ccccc32)no1
[28] C#CCOCCOCCOCCNc1nc(N2CCN(C(=O)CCCCCCCCCCNC(=O)[C@@H](CCSC)n3cc(CCO)nn3)CC2)nc(N2CCN(C(=O)CCCCCCCCCCNC(=O)[C@H]([C@@H](C)CC)n3cc(CCCCN=C(N)N)nn3)CC2)n1
[29] CC(C)(C)c1ccc(C(=O)N2CCN(C(=O)C3CCCCC3)CC2)cc1
[30] CCC(Oc1ccccc1)C(=O)N1CCN(S(=O)(=O)c2ccccc2)CC1 (stereo not drawn)

assay / compound	26	27	28	29	30
Vif-A3F inh	-10%	5%	2%	8%	4%
USP1-UAF1 inh	-15%	-22%	?	-5%	-20%
mIDH1 inhibitor	9%	4%	-2%	7%	0%
RGS4 inhibitor	-27%	10%	?	-10%	-8%
LDHA block	-4	1	0	-3	2
Vif-A3G inh	1%	-2%	?	-3%	5%
TrxR1 inh	13%	25%	22%[57.1 µM]	6%	25%
TrxR1 substrate	9%	-5%	11%	1%	3%
Glioma ERSR ind	0%	2%	-12%	3%	1%

[31] O=C1CCCN1c1ccc(Br)cc1
[32] COc1cc(/C=C(\C#N)c2nnc(N3CCOCC3)n2-c2ccccc2)ccc1O
[33] CCc1ccccc1C1C(=O)c2ccccc2C1=O
[34] Cc1cccc(C)c1Nc1c(-c2ccsc2)nc2ccc(Cl)cn12
[35] O=C(Cn1c(=O)n(Cc2ccco2)c(=O)c2ccccc21)Nc1cccc(F)c1
[36] CC(=O)N(C)c1ccc(NC(=S)Nc2cccc3ccccc23)cc1
[37] O=C(CCCSc1nc(-c2ccco2)cc(C(F)(F)F)n1)NCc1cccs1

assay / compound	31	32	33	34	35	36	37
Vif-A3F inh	-2%	1%	15%	-7%	-17%	1%	1%
USP1-UAF1 inh	3%	-4%	-9%	15%	-27%	-18%	-6%
mIDH1 inhibitor	-1%	2%	-1%	-22%	9%	5%	3%
RGS4 inhibitor	-1%	20%	22%	6%	14%	-46%	20%
LDHA block	-6	-5	-9	6	0	21	-1
Vif-A3G inh	-5%	2%	-5%	3%	-1%	-3%	-4%
TrxR1 inh	-11%	-1%	10%	14%	-15%	-20%	-12%[57.1 µM]
TrxR1 substrate	-11%	-10%	-2%	12%	-6%	38%[activator]	-4%
Glioma ERSR ind	-3%	1%	-12%	-2%	-3%	?	-4%

This is a subset; rates above refer to the full screens.
